Assay outcomes as filed in PubChem.
PvdQ inh – blocks Pseudomonas aeruginosa PvdQ acylase activity; purified PvdQ acylase, fluorescence plate reader; inhibition, % at 10 µM; 0.063% of 340,000 active; in the data active = inhibition above about 30%, passing the limit was not always enough;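 note: 0% = vehicle neutral wells and 100% = reference inhibitor wells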
SR-BI DiI inh – blocks mouse SR-BI lipid uptake from DiI-HDL | Q61009 | ldlA[mSR-BI] CHO cells, DiI-HDL uptake fluorescence, 3 h | inhibition, % at 12.5 µM | 0.96% of 320,000 active | AID 488896;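 active = mean replicate inhibition of at least 70% and a set share of replicates each scoring 70 or more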;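 note: 0% = median of neutral control wells and 100% = median of positive control wells; values of inactives mirror those of a sister screen read the other way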
NSD2 HMT inh – blocks human histone methyltransferase NSD2 | O96028 | NSD2 peptide methylation, AlphaScreen, 120 min | inhibition, % at 12.5 µM | 0.54% of 310,000 active | AID 743445; in the data active = inhibition above about 50%
Target sequence (O96028 whole entry, looked up): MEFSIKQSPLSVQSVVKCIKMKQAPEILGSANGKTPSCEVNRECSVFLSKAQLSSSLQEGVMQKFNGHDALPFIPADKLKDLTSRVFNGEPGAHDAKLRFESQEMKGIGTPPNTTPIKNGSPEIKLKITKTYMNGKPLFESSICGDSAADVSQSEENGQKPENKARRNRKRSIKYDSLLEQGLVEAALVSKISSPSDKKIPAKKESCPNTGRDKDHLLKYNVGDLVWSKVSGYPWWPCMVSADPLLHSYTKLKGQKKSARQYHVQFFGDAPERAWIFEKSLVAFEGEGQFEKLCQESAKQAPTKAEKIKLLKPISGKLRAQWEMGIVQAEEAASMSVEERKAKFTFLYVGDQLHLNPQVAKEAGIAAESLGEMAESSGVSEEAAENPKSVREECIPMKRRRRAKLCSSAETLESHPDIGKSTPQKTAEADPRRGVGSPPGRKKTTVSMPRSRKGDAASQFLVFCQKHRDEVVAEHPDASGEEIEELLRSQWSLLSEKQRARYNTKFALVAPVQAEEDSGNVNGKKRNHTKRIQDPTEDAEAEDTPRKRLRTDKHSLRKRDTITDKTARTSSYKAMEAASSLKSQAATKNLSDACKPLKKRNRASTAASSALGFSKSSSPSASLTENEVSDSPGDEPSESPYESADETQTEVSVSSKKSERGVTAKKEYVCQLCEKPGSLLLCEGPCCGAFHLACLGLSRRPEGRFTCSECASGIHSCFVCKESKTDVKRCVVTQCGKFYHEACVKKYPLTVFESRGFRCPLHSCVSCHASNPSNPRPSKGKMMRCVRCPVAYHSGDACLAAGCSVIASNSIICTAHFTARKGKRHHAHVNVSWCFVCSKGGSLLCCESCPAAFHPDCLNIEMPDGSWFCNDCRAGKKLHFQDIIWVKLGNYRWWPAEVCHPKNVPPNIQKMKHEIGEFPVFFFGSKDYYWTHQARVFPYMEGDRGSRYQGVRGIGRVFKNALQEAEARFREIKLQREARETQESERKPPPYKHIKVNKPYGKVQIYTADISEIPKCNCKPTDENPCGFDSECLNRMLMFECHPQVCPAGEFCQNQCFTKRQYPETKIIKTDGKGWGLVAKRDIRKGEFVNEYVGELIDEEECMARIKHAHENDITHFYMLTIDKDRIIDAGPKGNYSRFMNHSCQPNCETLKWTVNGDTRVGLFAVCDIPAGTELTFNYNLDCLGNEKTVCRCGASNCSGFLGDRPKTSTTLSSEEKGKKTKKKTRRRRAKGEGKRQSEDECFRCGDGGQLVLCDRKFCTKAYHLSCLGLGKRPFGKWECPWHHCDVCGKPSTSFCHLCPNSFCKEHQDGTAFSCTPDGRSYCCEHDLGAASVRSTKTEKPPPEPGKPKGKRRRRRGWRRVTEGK
MITF act – activators of MITF-driven TRPM1 promoter activity in SK-MEL-5 cells | AID 588334 | 0.75% of 300,000 active | SK-MEL-5 TRPM1-promoter luciferase, 24 h; % of positive control, neutral wells = 0 | activation, % at 12.5 µM;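 active = mean activation of at least 80% with every replicate also reaching 80%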;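 note: 0% = neutral control wells and 100% = parthenolide positive control wells; values of inactives mirror those of a sister screen read the other way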
dFosB act – enhances mouse delta FosB homodimer DNA binding | P13346 | purified delta FosB, TAMRA-CDK5 oligo fluorescence polarization; percent of positive-control signal above neutral wells | activation, % at 25 µM | 0.99% of 340,000 active | AID 493131;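 active = mean activation above about 17%, with every replicate also reaching it, limit read from the data, passing the limit was not always enough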;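 note: fluorescence polarization rise as delta FosB binds a TAMRA Cdk5 AP-1 oligo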
CDK5 p35 inh – inhibitors of human CDK5/p35 kinase; Q00535+Q15078; Recombinant CDK5/p35, ADP-Glo luminescence, 60 min; inhibition, % at 10 µM; 0.01% of 330,000 active; AID 488839;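 active = highest replicate inhibition of at least 50% and at least 75% of replicates reaching 50%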;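 note: plate controls were DMSO neutral control for no effect and GW8510 at 10 µM for full effect; many of its hits are not listed in these tables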
Wnt bcat act – activates Wnt/beta-catenin signaling in a reporter cell assay; activator, plate reader; activation, % at 9.35 µM; 1.2% of 300,000 active; AID 743398; in the data active = activation above about 30%, passing the limit was not always enough;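 note: 0% = neutral control wells and 100% = positive control wells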
HTR5A inv ag – counter-screen for OPRM1-OPRD1 inverse agonists: human HTR5A inverse agonism. HTR5A cell line, luminescence. inhibition, % at 9.3 µM. 0.083% of 340,000 active. AID 504634; in the data active = inhibition mostly above about 23%, no sharp cut-off; inactive = mostly below about 18%;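 note: 0% = cells with DMSO and 100% = no-cell wells with DMSO; some compounds called inactive have numbers as strong as hits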
HTR5A ag – activates human HTR5A in OPRM1-OPRD1 agonist counter-screen; HTR5A agonist assay, luminescence, cell-based; activation, % at 9.3 µM; AID 504692; P47898; 0.61% of 340,000 active; in the data active = activation mostly above about 9.5%, no sharp cut-off; inactive = mostly below about 7.6%;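 note: 0% = cells with vehicle only and 100% = reference agonist; strong numbers were not always called active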
V-ATPase pH – regulators of yeast V-ATPase proton transport; S. cerevisiae, pHLuorin cytosolic pH fluorescence; response, % at 10 µM; 0.37% of 350,000 active; AID 504577; in the data active = response mostly above about 7.3%, no sharp cut-off; inactive = mostly below about 5.4%; note: actives read high; inactives centre near 0; some compounds called inactive have numbers as strong as hits; reference of the scale not given here
* hit, by the source's call; / = not tested or not shown.

SMILES	PvdQ inh	SR-BI DiI inh	NSD2 HMT inh	MITF act	dFosB act	CDK5 p35 inh	Wnt bcat act	HTR5A inv ag	HTR5A ag	V-ATPase pH
Cc1cc(C)nc(SCC(=O)c2ccc(O)c(O)c2)n1	-8	-22	/	16	-4	-0.2	-5	-6	2	-4
CCCn1c(COc2ccccc2)nc2ccccc21	3	23	0	-1	1	0.0	2	1	2	1
CCOC(=O)c1cnc2ccc(OC)cc2c1NCc1ccccc1	-8	17	-8	3	3	0.1	1	19	-2	1
COCCNC(=O)c1cc(-c2ccccc2)n(CC2CC(c3ccc(OC)cc3)=NO2)n1 (centres undefined)	-11	-5	/	-3	-14	-1.1	4	-1	0	8
CC(C)(C)OC(=O)N1Cc2ccccc2C[C@H]1C(=O)NCC(=O)NCC1CCCO1 (some centres undefined)	-12	-17	-5	-10	-9	2.8	-1	-9	2	6
COc1cc(/C=C(/C#N)C(=O)Nc2ccccc2)c(Br)cc1OCc1ccc(C(=O)O)cc1	5	3	5	12	-7	2.2	13	-25	7	0
O=C(N/N=C/c1cccn1-c1ccc([N+](=O)[O-])cc1)C(O)c1ccccc1 (centres undefined)	-10	53	8	-5	-9	2.4	-1	-4	-2	4
c1ccc2c(-c3nn4nnnc4c4ccccc34)cccc2c1	-4	16	-2	/	-5	-1.5	1	-16	3	-4
CCNc1nc(NCC)n2c(SCC(=O)c3ccc(C(C)C)cc3)nnc2n1	-9	-8	3	1	-4	-0.6	-2	14	2	2
O=C(O)C1CCCN1C(=O)Nc1ccc(Cl)cc1 (centres undefined)	-2	5	0	-2	-4	-0.3	-1	-8	-1	-4
Cc1nnsc1C(=O)NC1CCCc2c1cnn2-c1ccc(C(C)(C)C)cc1 (centres undefined)	-19	27	-1	-12	-8	-1.8	-6	-19	4	1
CC(C)NC(=O)c1ccc(Sc2ccccc2)c([N+](=O)[O-])c1	1	-4	/	-5	7	0.2	/	7	4	-6
C=C(C)Cn1c(C(C)NC(=O)CCC)nc2ccccc21 (centres undefined)	-15	2	0	/	-7	-0.4	-5	1	1	-4
O=C(NCCc1nnc2ccc(SCC(=O)N3CCCC3)nn12)c1ccc(F)cc1	-9	-7	/	-6	-4	-0.9	0	3	-1	-3
COc1ccc(C(N)CCc2ccco2)cc1 (centres undefined)	-13	-20	5	/	-6	-1.7	-1	-8	3	-3
NC(=O)c1ccccc1OCC(=O)NS(=O)(=O)c1ccccc1	6	-16	-1	-6	-7	-0.9	/	11	-1	-2
CC(C)(C)C(=O)NCc1ccc(C(=O)CN2C(=O)NC3(CCCC3)C2=O)s1	-17	-4	1	-6	-13	-1.1	1	0	0	0
Cc1cccc(NC(=S)N2CCOCC2)c1C	2	-23	-2	-5	2	-0.1	1	-31	11*	-3
Cc1coc(C)c1C(=O)CC1(O)C(=O)N(C)c2ccc(Cl)cc21 (centres undefined)	3	-6	-1	-4	5	1.1	-5	-7	2	3
CN(C)CCOC(=O)C12CC3CC(C1)CC(C(=O)OCCN(C)C)(C3)C2	-17	-9	10	6	-2	-5.4	-2	-24	2	11
COc1ccc(-c2c/c(=N\c3nc(-c4ccccc4)c(C)s3)c3ccccc3o2)cc1O	-2	80*	/	-28	-11	0.8	/	12	-8	-1
COc1ccc(N2C(=O)C3C(C2=O)C(C(=O)c2ccc(Cl)cc2)N2CCCC32)cc1 (centres undefined)	-9	/	79*	/	-9	-0.3	5	-9	0	-2
O=C(O)c1cc(N/N=C/c2ccc(OCc3ccccc3)cc2)ccc1Cl	13	-4	3	58	1	0.3	12	-1	0	-2
COc1ccc(NC(=O)c2cc(-c3cccs3)on2)cc1OC	9	44	-4	32	-4	-1.6	/	-3	6	2
O=C(NC(=S)NNS(=O)(=O)c1ccc(Cl)cc1)c1cccnc1	0	-12	-11	3	-2	2.1	-9	/	/	1
Cn1ncc(Cl)c1C(=O)NNC(=O)Nc1cccc2ccccc12	-8	-7	0	-7	11	-0.2	2	-9	3	-1
CCOC(=O)c1cc2c(c(CCO)n1)[C@H](CCO)N(S(=O)(=O)C(C)(C)C)C2	-2	-3	/	17	-1	-5.0	-1	-5	1	0
COc1cc(CC(NC(C)=O)C(=O)NC2CCN(C(=O)c3ccc(C)cc3)CC2)cc(OC)c1 (centres undefined)	-1	3	-1	-1	-2	0.3	0	8	3	0
CCCCCCCCCCCCCCC(O)C[N+](C)(CCO)CCO (centres undefined)	-5	1	-2	/	-38	1.0	3	2	-1	1
O=C(O)c1cc(C(=O)O)cc(-c2ccc(/C=c3/sc4nc5ccccc5n4c3=O)o2)c1	-15	-13	/	-7	-14	-0.6	/	/	/	-3
NC(=O)[C@H]1CC2(CC(c3cccc(NC(=O)CC(c4ccccc4)c4ccccc4)c3)=NO2)CN1C(=O)C(c1ccccc1)c1ccccc1 (some centres undefined)	-12	5	/	-31	-14	1.3	-5	0	7	-2
CC1CC/C(=N/Nc2ccccc2)C(=O)N1 (centres undefined)	7	2	-5	26	-2	1.6	17	2	-1	-2
COc1ccc(CN(C)C(=O)CNC(=O)c2ccc(C)cc2)cc1	1	-1	-2	1	-5	-1.3	-1	-3	-4	2
COCCN(C(=O)CCC(=O)Nc1ccccn1)C(C(=O)NCCC(C)C)c1ccc(F)cc1 (centres undefined)	-14	/	-1	5	-7	-0.8	3	10	-4	-2
CCOc1ccc(C(=O)NCC(=O)NCC(c2cccs2)N2CCOCC2)cc1 (centres undefined)	-11	-31	10	-2	3	0.2	0	-6	2	2
Cc1ccc(/C=N/n2cnc3sc4c(c3c2=O)CCCC4)o1	9	-4	/	21	-5	0.4	-3	-12	5	-2
CC(OC(=O)CN1C(=O)NC2(CCCCC2C)C1=O)c1ccccc1 (centres undefined)	-1	18	-7	6	-2	0.6	0	20	-8	-5
CC1(C)Cc2c(C#N)c(NCCO)nc(-c3ccco3)c2CO1	1	9	-5	/	-6	-0.1	-2	/	/	6
COc1ccccc1NC(=O)CSc1nc2ccccc2n1C(C)=O	-2	0	3	12	-8	1.3	/	-14	1	1
CCn1c(O)c(N=Nc2ccc(Cl)c(C(=O)O)c2)c2ccccc21	3	-44	9	12	-3	-0.3	3	-5	2	1
Brc1cccc(OCCCNC2CCCC2)c1	-14	-11	30	/	2	-3.3	0	1	0	1
COc1cc(/C=N/NC(=O)c2cc(O)cc(O)c2)ccc1OC(=O)c1ccccc1	-3	0	2	0	-27	-4.4	-2	-25	2	-3
Cc1nnc(N/N=C/c2cccs2)[nH]c1=O	1	/	/	6	5	-0.1	-1	16	-4	2
CC(C)(C)C(=O)CN1C2=NCCN2c2ccccc21	-15	-20	-4	2	7	-0.3	0	22	-6	1
Cc1nnc(-c2ccccc2)c[n+]1[O-]	4	-34	-5	-4	2	2.0	-6	-27	-4	-4

17 of these compounds in another layout.
canonical_smiles | PvdQ inh | SR-BI DiI inh | NSD2 HMT inh | MITF act | dFosB act | CDK5 p35 inh | Wnt bcat act | HTR5A inv ag | HTR5A ag | V-ATPase pH
COc1ccc(N2C(=O)C3C(C2=O)C(C(=O)c2ccc(Cl)cc2)N2CCCC32)cc1 (centres undefined) | -9 | / | 79* | / | -9 | -0.3 | 5 | -9 | 0 | -2
O=C(O)c1cc(N/N=C/c2ccc(OCc3ccccc3)cc2)ccc1Cl | 13 | -4 | 3 | 58 | 1 | 0.3 | 12 | -1 | 0 | -2
COc1ccc(NC(=O)c2cc(-c3cccs3)on2)cc1OC | 9 | 44 | -4 | 32 | -4 | -1.6 | / | -3 | 6 | 2
O=C(NC(=S)NNS(=O)(=O)c1ccc(Cl)cc1)c1cccnc1 | 0 | -12 | -11 | 3 | -2 | 2.1 | -9 | / | / | 1
Cn1ncc(Cl)c1C(=O)NNC(=O)Nc1cccc2ccccc12 | -8 | -7 | 0 | -7 | 11 | -0.2 | 2 | -9 | 3 | -1
CCOC(=O)c1cc2c(c(CCO)n1)[C@H](CCO)N(S(=O)(=O)C(C)(C)C)C2 | -2 | -3 | / | 17 | -1 | -5.0 | -1 | -5 | 1 | 0
COc1cc(CC(NC(C)=O)C(=O)NC2CCN(C(=O)c3ccc(C)cc3)CC2)cc(OC)c1 (centres undefined) | -1 | 3 | -1 | -1 | -2 | 0.3 | 0 | 8 | 3 | 0
CCCCCCCCCCCCCCC(O)C[N+](C)(CCO)CCO (centres undefined) | -5 | 1 | -2 | / | -38 | 1.0 | 3 | 2 | -1 | 1
O=C(O)c1cc(C(=O)O)cc(-c2ccc(/C=c3/sc4nc5ccccc5n4c3=O)o2)c1 | -15 | -13 | / | -7 | -14 | -0.6 | / | / | / | -3
NC(=O)[C@H]1CC2(CC(c3cccc(NC(=O)CC(c4ccccc4)c4ccccc4)c3)=NO2)CN1C(=O)C(c1ccccc1)c1ccccc1 (some centres undefined) | -12 | 5 | / | -31 | -14 | 1.3 | -5 | 0 | 7 | -2
CC1CC/C(=N/Nc2ccccc2)C(=O)N1 (centres undefined) | 7 | 2 | -5 | 26 | -2 | 1.6 | 17 | 2 | -1 | -2
COc1ccc(CN(C)C(=O)CNC(=O)c2ccc(C)cc2)cc1 | 1 | -1 | -2 | 1 | -5 | -1.3 | -1 | -3 | -4 | 2
COCCN(C(=O)CCC(=O)Nc1ccccn1)C(C(=O)NCCC(C)C)c1ccc(F)cc1 (centres undefined) | -14 | / | -1 | 5 | -7 | -0.8 | 3 | 10 | -4 | -2
CCOc1ccc(C(=O)NCC(=O)NCC(c2cccs2)N2CCOCC2)cc1 (centres undefined) | -11 | -31 | 10 | -2 | 3 | 0.2 | 0 | -6 | 2 | 2
Cc1ccc(/C=N/n2cnc3sc4c(c3c2=O)CCCC4)o1 | 9 | -4 | / | 21 | -5 | 0.4 | -3 | -12 | 5 | -2
CC(OC(=O)CN1C(=O)NC2(CCCCC2C)C1=O)c1ccccc1 (centres undefined) | -1 | 18 | -7 | 6 | -2 | 0.6 | 0 | 20 | -8 | -5
CC1(C)Cc2c(C#N)c(NCCO)nc(-c3ccco3)c2CO1 | 1 | 9 | -5 | / | -6 | -0.1 | -2 | / | / | 6

Compounds were not picked by outcome; about 5% have a hit in one of these screens.
